# Source: PubChem BioAssay (several laboratories)
# M. tuberculosis GlmU: inhibition of mycobacterial GlmU enzyme – biochemical, glucosamine-1-phosphate acetyltransferase (AID 1376) | inhibition, %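 (tested at 30 µM in the primary screen)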; hits with a dose series show IC50 in µM | M. tuberculosis GlmU acetyltransferase enzyme assay; higher % means a stronger effect | actives 0.25% (n = 220,000); in the data active = inhibition above about 13%;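 note: 0% = complete reaction with vehicle and 100% = reaction without substrate; strong numbers were not always called active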
# RmlCD inh 1536: blocks M. tuberculosis RmlC and RmlD coupled enzymes | actives 0.03% (n = 160,000) | RmlC+RmlD coupled enzyme assay, percent inhibition; primary screen in compound mixtures | inhibition, % at 3.6 µM; in the data active = inhibition mostly above about 34%, no sharp cut-off; note: some results filed as inactive read as strong as hits
# Target sequence (P9WH09 whole entry, looked up): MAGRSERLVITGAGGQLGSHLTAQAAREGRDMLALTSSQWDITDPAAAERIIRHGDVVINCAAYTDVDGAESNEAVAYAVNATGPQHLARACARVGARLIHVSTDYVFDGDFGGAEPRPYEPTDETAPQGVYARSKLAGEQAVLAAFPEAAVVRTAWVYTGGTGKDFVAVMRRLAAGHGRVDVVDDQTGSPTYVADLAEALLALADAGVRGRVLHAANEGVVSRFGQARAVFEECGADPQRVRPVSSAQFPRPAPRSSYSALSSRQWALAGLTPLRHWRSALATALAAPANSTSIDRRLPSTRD
# Target sequence (P9WH11 whole entry, looked up): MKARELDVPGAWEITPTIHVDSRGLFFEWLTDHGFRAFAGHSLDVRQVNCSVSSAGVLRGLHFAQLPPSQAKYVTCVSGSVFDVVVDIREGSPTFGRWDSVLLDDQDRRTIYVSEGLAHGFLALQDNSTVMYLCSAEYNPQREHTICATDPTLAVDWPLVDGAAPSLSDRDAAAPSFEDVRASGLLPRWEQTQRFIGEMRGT
# Active calls of the source: *; . = not tested or not shown; & = joins results of further samples.
1: CC(C)(C)C1CCC(=NNc2nc3ccccc3[nH]2)CC1 (configuration not stated)
2: Cc1ccc(NC2=CC(=O)CC(c3ccccc3)C2)cc1 (configuration not stated)
3: O=C(COC(=O)CCc1ccc(S(=O)(=O)N2CCOCC2)cc1)NCc1ccccc1Cl
4: COc1ccc(-c2nc(-c3ccncc3)no2)cc1OC
5: COc1ccccc1CNC(=O)Cn1cnc2ccccc2c1=O
6: CCCC(=O)NC(c1ccccc1Cl)c1c(O)ccc2ccccc12 (configuration not stated)
assay / entry	1	2	3	4	5	6
M. tuberculosis GlmU	0.1%	5.9%	-1.0%	-9.2%	0.9%	-2.2%
RmlCD inh 1536	-6.7	1.3	5.6	6.7	.	33.2

7: COc1cccc(C2/C(=C(/O)c3cnn(-c4ccccc4)c3C)C(=O)C(=O)N2CCN(C)C)c1OC (configuration not stated)
8: Cc1ccc(NC(=S)N2CCN(C3CCCCC3)CC2)cc1
9: NC(=O)C1CCN(CCC(=O)Nc2ccc3c(c2)CCC3)CC1
10: CN(C)c1cccc(NC(=O)c2ccco2)c1
11: CCOC(=O)C1CCN(c2c(NCCCN(C)C3CCCCC3)c(=O)c2=O)CC1
12: COc1ccccc1NC(=O)c1c(N=Cc2cccc([N+](=O)[O-])c2)cnn1C
assay / entry	7	8	9	10	11	12
M. tuberculosis GlmU	1.5%	1.8%	0.8%	2.1%	8.3%	9.9%
RmlCD inh 1536	.	-1.1	-10.2	.	-12.0	-7.6

# Individual results from the entries so far:
# In RmlCD inh 1536, no. 12 reads -7.6
# In M. tuberculosis GlmU, no. 7 reads 1.5%

# Continuation:
13: CCOc1ccc(C(O)c2nccn2C)cc1 (configuration not stated)
14: Cc1noc(NS(=O)(=O)c2ccc(NC(=O)Nc3ccc(Cl)c(Cl)c3)cc2)c1C
15: COc1ccc(C(=O)N/C(=C/c2cccs2)C(=O)NC(C)(C)C)cc1OC
16: O=C(C1CC(c2ccccc2O)=NO1)N1CCC2(CC1)OCCO2 (configuration not stated)
17: CSc1nnc(Cn2c(=O)sc3ccccc32)n1CCc1ccccc1
18: Cc1cccc(CCNC(=O)CCc2nc(-c3ccccc3F)no2)c1
assay / entry	13	14	15	16	17	18
M. tuberculosis GlmU	-3.7%	7.4%	2.3%	3.4%	2.2%	-1.4%
RmlCD inh 1536	-7.3	-4.6	-12.5	.	-3.2	2.2

# Compound profiles (already shown). Screens in order: M. tuberculosis GlmU | RmlCD inh 1536
# CSc1nnc(Cn2c(=O)sc3ccccc32)n1CCc1ccccc1 as listed: 2.2% | -3.2
# Cc1noc(NS(=O)(=O)c2ccc(NC(=O)Nc3ccc(Cl)c(Cl)c3)cc2)c1C as listed: 7.4% | -4.6

# Other compounds follow.
19: CC1CCN(CCC(=O)Nc2ccc(Cl)cc2)CC1
20: COC(=O)Cc1[nH]c(Cl)nc1C(N)=O
21: CNCC[C@H](Oc1cccc2ccccc12)c1cccs1
22: CC1CC(C)CN(C(=O)CSc2nnc(-c3ccc(Cl)cc3)o2)C1 (configuration not stated)
23: CC(C)NC(=O)c1ccc(Cl)cc1Cl
24: O=C(Cn1cnc2ccccc2c1=O)Nc1ccc2c(c1)OCO2
assay / entry	19	20	21	22	23	24
M. tuberculosis GlmU	2.3%	2.3%	-0.6%&4.3%	1.9%	3.5%	-4.7%
RmlCD inh 1536	0.8	2.5	1.0	-3.5	.	8.7

25: O=C(CSc1nnc2ccccn12)Nc1cccc(-c2nc3ccccc3s2)c1
26: O=C1Nc2ccccc2C1(O)Cc1ccccn1 (configuration not stated)
27: CCn1cc([N+](=O)[O-])c(C(=O)N2N=C(c3cccc4ccccc34)CC2c2ccccc2O)n1 (configuration not stated)
28: COc1ccc2[nH]c(=O)c(CN(C(=O)c3ccco3)C3CCCCC3)cc2c1
29: O=C(O)CNC(=S)NCc1ccccc1
30: C=CCc1cc(/C=C/c2nc(O)c([N+](=O)[O-])c(=O)[nH]2)cc(OC)c1O
assay / entry	25	26	27	28	29	30
M. tuberculosis GlmU	5.4%	2.9%	-2.9%	2.4%	10.0%	14.5%*
RmlCD inh 1536	17.4	36.7	.	6.3	-3.6	-1.6

31: CC1(C)CC(N2CCN(CCO)CC2)=CC(=S)N1
32: COc1ccccc1CCNC(=O)c1nc(-c2cccs2)no1
33: COc1ccc([N+](=O)[O-])cc1N(CC(=O)Nc1ccccc1C(=O)NC(C)C)S(C)(=O)=O
34: CCc1ccc[n+](-c2[nH]c(=O)sc2/C=N/NC([S-])=Nc2ccccc2)c1
35: CCCNC(=O)c1ccccc1NC(=O)Nc1ccccc1C
36: Cc1ccccc1NC(=S)NCCSc1ccc(Cl)cc1
assay / entry	31	32	33	34	35	36
M. tuberculosis GlmU	-3.5%	0.5%	2.0%	2.0%	1.3%	-8.3%
RmlCD inh 1536	-10.9	6.5	3.6	-0.5	0.8	-2.1

37: O=[N+]([O-])c1cc2oc3c(c2c(C=NCc2ccncc2)c1O)CCCC3
38: O=C(Cn1cnc2cc([N+](=O)[O-])ccc2c1=O)Nc1ccccc1-c1ccccc1
39: Cc1occc1C(=O)NNC(=S)Nc1cccc([N+](=O)[O-])c1
40: COC(=O)CCC(=O)OC1(C)C(=O)C2=COC(c3ccc(OC)cc3)=CC2=C(Br)C1=O (configuration not stated)
41: COc1ccc(/C=N/NC(=O)c2c(C)nc3ccc(Br)cn23)cc1OC
42: N/C(=N/O)c1nc(N2CCCCC2)nc(N2CCCCC2)n1
assay / entry	37	38	39	40	41	42
M. tuberculosis GlmU	7.5%	.	2.9%	-0.8%	6.0%	-4.1%
RmlCD inh 1536	.	-39.7	9.8	-8.8	25.5	-8.7

43: O=C(c1c[nH]c2ccccc2c1=O)N1CCCCCC1
44: Cc1ccc(C2C(C(=O)c3cccs3)=C(O)C(=O)N2c2cccc(C)n2)cc1 (configuration not stated)
45: Cc1ccc(S(=O)(=O)N2CCSC2c2ccco2)cc1 (configuration not stated)
46: c1ccc(-n2ncc3c(NCCN4CCOCC4)ncnc32)cc1
47: COc1ccccc1CNC(=O)CN(Cc1ccc(Cl)cc1)S(C)(=O)=O
48: CC(=O)Nc1ccc(S(=O)(=O)N2CCN(c3cc4c(cc3[N+](=O)[O-])n(C)c(=O)n4C)CC2)cc1
assay / entry	43	44	45	46	47	48
M. tuberculosis GlmU	-3.4%	5.5%	-0.3%	3.5%	0.9%	1.2%
RmlCD inh 1536	-1.3	.	.	.	.	-3.0

49: Cc1cccc(OCCCn2c(=O)oc3ccc(C)cc32)c1
50: O/N=C1\CC/C(=N\O)c2nn(-c3ccc(Cl)cc3Cl)nc21
51: COC(=O)c1ccccc1NC(=O)COC(C)=O
52: CCN(CC)C(=O)CSc1ncnc2c1cnn2Cc1ccccc1
53: CCC(C)c1ccc(NC(=O)C2CCN(c3ccc(C(F)(F)F)cn3)CC2)cc1 (configuration not stated)
54: O=C(COC(=O)Cc1ccccc1F)Nc1ccc(SC(F)F)cc1
assay / entry	49	50	51	52	53	54
M. tuberculosis GlmU	0.2%	3.6%	-1.7%	0.1%	2.6%	-5.5%
RmlCD inh 1536	-10.6	9.5	-7.7	1.8	.	12.0

55: CCOc1ccc(OCCOCCOc2ccccc2Cl)cc1
56: CC(=O)Nc1ccc(S(=O)(=O)N2CCN(C3CCCCCCC3)CC2)cc1
57: COc1ccc(C2=Nc3cc(C)ccc3OC2)cc1
58: Cc1ccc(/C=N/NC(=O)CSc2nc3nc(C)cc(C)n3n2)cc1
59: O=C(COC(=O)c1ccccc1C(=O)c1ccccc1)NCCc1ccccc1
60: Cc1ccc(C(=O)Nc2cc([N+](=O)[O-])ccc2F)s1
assay / entry	55	56	57	58	59	60
M. tuberculosis GlmU	-0.6%	-6.1%	-6.0%	5.7%	3.5%	-10.1%
RmlCD inh 1536	.	.	.	11.4	-3.5	-1.6

61: O=C(c1ccccn1)N(Cc1cc2ccccc2[nH]c1=O)C1CCCCC1
62: CC1Cc2nc(SCC(=O)NCCc3ccccc3)n(C)c(=O)c2S1 (configuration not stated)
63: O=C(NC1CCN(C(=O)Nc2ccccc2Cl)CC1)c1ccccc1
64: CC(C)(C)SCCNC(=O)CN(c1ccc(F)c(Cl)c1)S(C)(=O)=O
65: COC(=O)c1cc(NC(C)=O)ccc1N1CCOCC1
66: O=C(NCC1CCCO1)c1onc(CSc2ccccc2)c1C(=O)O (configuration not stated)
assay / entry	61	62	63	64	65	66
M. tuberculosis GlmU	-1.9%	6.0%	1.8%	-7.5%	-1.1%	-2.4%
RmlCD inh 1536	4.5	8.7	-1.2	.	-6.0	.

# Exported with tabs: entries from further up.
no.	smiles	M. tuberculosis GlmU	RmlCD inh 1536
21	CNCC[C@H](Oc1cccc2ccccc12)c1cccs1	-0.6%&4.3%	1.0
22	CC1CC(C)CN(C(=O)CSc2nnc(-c3ccc(Cl)cc3)o2)C1 (configuration not stated)	1.9%	-3.5
23	CC(C)NC(=O)c1ccc(Cl)cc1Cl	3.5%	.
24	O=C(Cn1cnc2ccccc2c1=O)Nc1ccc2c(c1)OCO2	-4.7%	8.7

# Back to the main list, repeating the four entries before the break.
63: O=C(NC1CCN(C(=O)Nc2ccccc2Cl)CC1)c1ccccc1
64: CC(C)(C)SCCNC(=O)CN(c1ccc(F)c(Cl)c1)S(C)(=O)=O
65: COC(=O)c1cc(NC(C)=O)ccc1N1CCOCC1
66: O=C(NCC1CCCO1)c1onc(CSc2ccccc2)c1C(=O)O (configuration not stated)
67: Cc1nnc(SCC(=O)NCc2ccccc2)[nH]c1=O
68: O=C(CCn1cccc1)Nc1cccc(F)c1
69: CC(=O)c1cc(-c2ccccc2)n(CC(=O)NC(C)(C)C)c1C
70: N#C/C(=N\Nc1ccccc1)C(N)=S
71: COc1cccc(NC(=O)CNC(=O)c2ccc(OC)c(OC)c2)c1
72: CC1(C)CC(=O)CC(=Nc2ccc3[nH]c(=O)[nH]c3c2)C1
assay / entry	63	64	65	66	67	68	69	70	71	72
M. tuberculosis GlmU	1.8%	-7.5%	-1.1%	-2.4%	2.6%	1.6%	-0.5%	-4.4%	0.8%	-1.5%
RmlCD inh 1536	-1.2	.	-6.0	.	10.4	.	-10.8	20.3	6.6	6.9

73: O=C(O)c1ccccc1N=Nc1ccc(O)cc1
74: CC(C)CC(=O)NC(=S)Nc1ccc(N2CCN(C(=O)c3cccs3)CC2)cc1
75: O=C(Cn1cc(SCc2ccc(F)cc2)c2ccccc21)N1CCOCC1
76: O=C1c2ccccc2NC(c2ccc(O)cc2)N1Cc1ccco1 (configuration not stated)
77: CC(C)Cc1nnc(NS(=O)(=O)Cc2ccccc2)s1
78: CCOC(=O)C1CCN(c2cc(C)nc3ccc(OC)cc23)CC1
assay / entry	73	74	75	76	77	78
M. tuberculosis GlmU	-0.3%	2.4%	-2.2%	.	1.3%	-0.9%
RmlCD inh 1536	.	0.0	10.2	10.8	11.0	-2.5

79: COc1ccc(N(Cc2cc3ccccc3[nH]c2=O)S(C)(=O)=O)cc1
80: C/C(=N/NC(=O)Cc1c(C)[nH][nH]c1=O)c1ccc(O)cc1
81: CCOC(=O)c1ccc(NC(=O)CN2C(=O)CCC2=O)cc1
82: CCN(CC)S(=O)(=O)c1ccc(C(=O)Oc2ccc3c(c2)OCO3)cc1
83: Cc1ccc(C)c(N2CCN(S(=O)(=O)c3ccc4c(c3)OCCO4)CC2)c1
84: CC(C)NC(=O)c1cc(-c2ccco2)on1
assay / entry	79	80	81	82	83	84
M. tuberculosis GlmU	1.0%	-1.4%	1.4%	5.6%	2.3%	-5.0%
RmlCD inh 1536	.	-6.5	55.0	-6.7	7.3	-7.3

85: Cc1ccc(C)n1-c1cccc(NC(=O)c2ccccc2)c1
86: CCOC(=O)COc1ccc2ccccc2c1/C=C/[N+](=O)[O-]
87: CCCCN(C(C)=O)C1CC(=O)N(c2ccc(OCCC)cc2)C1=O (configuration not stated)
88: CCOC(=O)N1CCN(C(=O)c2oc3ccc(S(=O)(=O)N4CC(C)CC(C)C4)cc3c2C)CC1 (configuration not stated)
89: CC(C)(C)c1ccc(NC(=O)Cn2cnc3cc([N+](=O)[O-])ccc3c2=O)cc1
90: COc1ccc(NC(=O)N/C=C/c2ccco2)cc1
assay / entry	85	86	87	88	89	90
M. tuberculosis GlmU	-1.0%	-5.7%	-1.6%	-4.2%	-2.6%	-0.1%
RmlCD inh 1536	8.6	1.2	-9.7	5.3	-3.8	.

91: CCN(CC)S(=O)(=O)c1cccc(NC(=O)CSc2nc3ccccc3[nH]2)c1
92: COc1ccccc1OC(C)c1nnc(SCC(=O)Nc2c(C)n(C)n(-c3ccccc3)c2=O)n1-c1ccccc1 (configuration not stated)
93: CNC(=O)CS(=O)(=O)CC(=O)Nc1cc(OC(C)C)c(Cl)cc1Cl
94: CS(=O)(=O)N(CC(=O)N1CCOCC1)Cc1ccc(Cl)cc1
95: c1ccc2[nH]c3cc4ncnc4cc3nc2c1
96: COC(=O)CC1C(=O)NCCN1C(=O)CSc1nc2ccccc2c(=O)n1CC(C)C (configuration not stated)
assay / entry	91	92	93	94	95	96
M. tuberculosis GlmU	3.6%	5.1%	-1.6%	-2.5%	7.1%	1.2%
RmlCD inh 1536	24.6	-9.0	2.2	2.7	2.9	3.0

97: Cc1ccc(NC(=O)NC(=O)CSc2nnnn2C)c(C)c1
98: O=S(=O)(c1cccs1)n1cnc2ccccc21
99: Nc1ccccc1C(=O)NCCN1CCNC1=O
100: CC1CCCCN1CC(=O)NC(=O)NCc1ccccc1 (configuration not stated)
101: COc1ccc(C2(O)CCN(C(=O)Cc3cccnc3)CC2)cc1
assay / entry	97	98	99	100	101
M. tuberculosis GlmU	6.5%	-1.6%	7.3%	2.7%	-5.0%
RmlCD inh 1536	-7.5	.	.	-9.3	4.2

# Some of the compounds tested (hit frequency here may not be typical).
